ELG1 genotox: induces genotoxicity in HEK293T cells with luciferase-tagged ELG1 | HEK293T ELG1-luciferase reporter, luminescence, 16 h | hit rate 1.3% among 330,000 | Potency, µM (highest dose often 46 µM), for the others: at the highest dose activity change, positive = activation, most hits filed as activators | AID 504466; note: potency is the fitted concentration of half-maximal effect; % of control where 0% means no effect; nearly all actives have a fitted effect of over 60% in size
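ELG1-luciferase HEK293T cells, 2,000/well; compound pinned in; 16 hr, 37 °C, 5% CO2; ONE-Glo, 30 min RT; luminescence on CCD imager.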
Gal4-VP16 FLuc: Gal4-VP16 reporter inhibition counter-screen | hit rate 3.5% among 310,000 | Potency, µM (series often up to 53.6 µM), for the others: top-dose activity, negative = inhibition, actives largely listed as inhibitors | AID 2546 | Drosophila S2 Gal4-VP16 UAS-luciferase, luminescence, 20 h;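 note: Gal4-VP16 expression switched on by copper sulfate through the metallothionein promoter; potency is the fitted concentration of half-maximal effect; % is set by controls: 0 for no effect and ±100 for the full control effect; nearly all actives have a fitted effect of over 50% in size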
Tb PFK block: T. brucei PFK enzyme inhibition; O15648; T. brucei PFK, ADP-Glo luminescence; Potency, µM (titrated, usually from 57.5 µM), for inactives: top-dose activity, negative = inhibition, hits mostly inhibitors; hit rate 0.17% among 330,000; AID 485367;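 note: potency is the fitted concentration of half-maximal effect; 0% = uninhibited 1x PFK enzyme wells and -100% = no-enzyme wells; nearly all actives have a fitted effect of over 60% in size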
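ADP-Glo luminescence quantified ADP after 45 min at room temperature, with 1.25 nM T. brucei PFK, 0.1 mM ATP and 0.5 mM fructose-6-phosphate in pH 8.0 TEA buffer. qHTS titrations up to 57 µM; curves classified by quality.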
BRCA1 expr act: activators of BRCA1 expression; hit rate 1.1% among 380,000; Potency, µM (series often up to 46.1 µM), without a hit: at the top dose activation, usual class: activators; MCF7-BRCA1-FFLuc reporter, luminescence, 48 h; response scale: scaled: vehicle 0%, 10 µM genistein 100%; AID 624202; note: potency is the fitted concentration of half-maximal effect; nearly all actives have a fitted effect of over 80% in size; some results filed as inactive show a strong effect at the top dose
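First, MCF7-BRCA1-FFLuc cells (2000/well) attach for 2 h; next, compounds are pin-added and incubated 48 h at 37 °C; finally, luciferase reagent is added and luminescence read after 15 min.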
NPC1 promoter act: activators of NPC1 promoter; Huh7 NPC1 promoter luciferase reporter, 24 h; Potency, µM (doses to about 9.22 µM), for the others: top-dose activation, usual class: activators; hit rate 2.4% among 320,000;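 note: potency is the fitted concentration of half-maximal effect; % of control where 0% means no effect; nearly all actives have a fitted effect of over 60% in size; reporter is driven by a mutant NPC1 promoter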
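Compounds in DMSO were transferred onto Huh7 NPC1-luciferase reporter cells pre-incubated 2 h; after 24 h at 37 °C, Amplite reagent was dispensed and luminescence recorded 10 min later.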
Rab9 promoter act: activators of Rab9 promoter. Huh7 Rab9 promoter-luciferase reporter, luminescence, 24 h. Potency, µM (top dose mostly 9.22 µM), for the others: at the highest dose activation, negative = inhibition, usual class: activators. hit rate 2.8% among 320,000. AID 485297; note: potency is the fitted concentration of half-maximal effect; % of control where 0% means no effect; nearly all actives have a fitted effect of over 60% in size
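Promoter activation is measured as luciferase luminescence in Huh7 cells stably transfected with a Rab9 promoter–luciferase construct, following 24 h compound exposure at 37 °C and 10 min reagent incubation at ambient temperature.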
p53 reactivator: re-activators of mutant p53; Potency, µM (titrated, usually from 92.2 µM), inactives show top-dose activity change, positive = activation, hits mostly activators; hit rate 0.063% among 320,000; H1299 p53-A138V BP100-luciferase reporter, luminescence, 24 h; note: potency is the fitted concentration of half-maximal effect; % of control where 0% means no effect; nearly all actives have a fitted effect of over 45% in size
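p53-null H1299 cells stably carrying temperature-sensitive p53-A138V and a BP100-luciferase reporter were pinned with compounds (4-point, 1:5 series) and held 24 hrs at 37 deg C. Luminescence was read 10 min after detection reagent.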
TRPV1 ag: human TRPV1 agonism; Q8NER1; TRPV1-expressing cells, Fluo-8 calcium influx, agonist mode; activation, % at 8.33 µM; hit rate 0.19% among 320,000; AID 540275; in the data active = activation above about 80%; inconclusive = between about 30% and that limit; note: 0% is about no effect
Target sequence (Q8NER1 whole entry, looked up): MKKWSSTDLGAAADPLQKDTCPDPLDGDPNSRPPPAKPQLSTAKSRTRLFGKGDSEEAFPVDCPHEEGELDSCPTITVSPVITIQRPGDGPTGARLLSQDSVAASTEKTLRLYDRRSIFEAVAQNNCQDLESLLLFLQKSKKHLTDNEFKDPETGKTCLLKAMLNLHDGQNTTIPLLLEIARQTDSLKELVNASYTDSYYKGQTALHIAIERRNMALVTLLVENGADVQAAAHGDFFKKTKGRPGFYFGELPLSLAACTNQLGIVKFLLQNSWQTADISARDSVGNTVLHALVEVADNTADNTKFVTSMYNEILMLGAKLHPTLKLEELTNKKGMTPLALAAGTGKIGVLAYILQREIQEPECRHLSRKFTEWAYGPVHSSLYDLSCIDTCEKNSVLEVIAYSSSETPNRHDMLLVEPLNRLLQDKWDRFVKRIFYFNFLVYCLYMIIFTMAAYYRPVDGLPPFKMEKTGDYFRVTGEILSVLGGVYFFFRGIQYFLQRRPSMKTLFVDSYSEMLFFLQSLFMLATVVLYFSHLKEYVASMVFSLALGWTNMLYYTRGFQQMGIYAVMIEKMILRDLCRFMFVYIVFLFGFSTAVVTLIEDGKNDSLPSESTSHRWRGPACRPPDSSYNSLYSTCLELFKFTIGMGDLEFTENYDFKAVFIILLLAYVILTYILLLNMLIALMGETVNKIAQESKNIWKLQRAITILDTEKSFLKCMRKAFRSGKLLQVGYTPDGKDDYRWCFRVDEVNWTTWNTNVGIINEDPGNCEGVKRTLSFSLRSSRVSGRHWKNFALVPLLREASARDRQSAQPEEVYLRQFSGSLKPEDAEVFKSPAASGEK
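TRPV1-expressing cells were cultured overnight at 35.5C and loaded with Fluo-8 calcium dye for 40 to 90 min at room temperature. After a 10 s baseline, compound was added and calcium influx was read kinetically for 3 min (ex 480/em 520 nm).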
FLuc modulator: counter-screen for miR-21 project: firefly luciferase inhibitors or activators; P08659; purified FLuc, Km substrates, luminescence inhibition; Potency, µM (series often up to 57.5 µM), for inactives: at the top dose activity change, negative = inhibition, hits mostly inhibitors; hit rate 6.9% among 360,000; AID 588342;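 note: potency is the fitted concentration of half-maximal effect; plate controls were vehicle for no effect and reference inhibitor for full effect; nearly all actives have a fitted effect of over 55% in size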
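Purified P. pyralis luciferase, 10 nM final, with Km-level 10 uM D-luciferin and 10 uM ATP in 50 mM Tris acetate pH 7.5, 10 mM Mg acetate, 0.01% Tween-20, 0.05% BSA; 6-point qHTS titration about 60 µM downward; luminescence read.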
ELG1 DNA repair: blocks ELG1-dependent DNA repair in HEK293T cells; HEK293T ELG1-luciferase reporter, luminescence, 16 h; DNA damage induced by 5-fluorouridine; Potency, µM (doses to about 46.1 µM), inactives show at the highest dose activity change, negative = inhibition, usual class: inhibitors; hit rate 2.3% among 330,000; note: potency is the fitted concentration of half-maximal effect; % is set by controls: 0 for no effect and ±100 for the full control effect; nearly all actives have a fitted effect of over 55% in size
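In this reporter screen, reduction of luminescence relative to DMSO vehicle indicated activity. Compounds and 5-fluorouridine were added together to 2,000 cells per well, incubated for 16 hr at 37 °C, then developed with ONE-Glo.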
RORgamma inh: blocks mouse ROR gamma transcriptional activity | P51450 | Drosophila S2 Gal4-RORgamma UAS-luciferase reporter, 20 h | Potency, µM (titrated, usually from 53.6 µM), for the others: at the highest dose activity change, negative = inhibition, usual class: inhibitors | hit rate 5.4% among 310,000 | AID 2551; note: potency is the fitted concentration of half-maximal effect; % is set by controls: 0 for no effect and ±100 for the full control effect; nearly all actives have a fitted effect of over 60% in size
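Schneider cells (Drosophila), stable Gal4 DBD–ROR gamma + UAS-luc; 1 hr cmpd preincubation; Cu2+ induction 700 uM final; 20 hr ambient; luminescence.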
An asterisk follows results filed as active; ? = inconclusive; · = no result given; [ ] = another dose, or the depositor's remark. Unless noted, calls come from the whole dose curve; as a rule, active = well fitted curve in the direction sought with a large enough effect; inconclusive = small, poorly fitted or top-dose-only effect, or another doubt; inactive = no such curve, though single readings can be large; an effect the other way counts as inactive or inconclusive.

SMILES	ELG1 genotox	Gal4-VP16 FLuc	Tb PFK block	BRCA1 expr act	NPC1 promoter act	Rab9 promoter act	p53 reactivator	TRPV1 ag	FLuc modulator	ELG1 DNA repair	RORgamma inh
Nc1nc2nn(-c3ccccc3)nc2c(=O)[nH]1	?	-25%	3%	64%	2µM*	2.8µM*	13%	-2	4.8µM*	?	?
CCOC(=O)C1CCCCN1Cc1ccccc1C(F)(F)F (configuration not stated)	0%	-7%	-12%	2%	1%	2%	5%	-1	-1%	3%	-15%
COc1ccc(CCn2c(C(C)C)nc3c(c(=O)c4ccccc4n3C)c2=O)cc1	-8%	-2%	4%	-29%	0%	-4%	-5%	12	2%	16µM*	6%
C=CCOc1cccc(C2/C(=C(/O)c3ccc4c(c3)CC(C)O4)C(=O)C(=O)N2CCN2CCOCC2)c1 (configuration not stated)	1%	3%	4%	10%	-4%	3%	?	-1	-1%	10%	0%
C=CCn1c(SCC(=O)NCC2CCCO2)nnc1-c1ccncc1 (configuration not stated)	0%	·	-7%	-5%	1%	-5%	0%	-1	6%	8%	·
S=c1[nH]nc(-c2ccncc2)n1/N=C/c1cn(-c2ccccc2)nc1-c1ccc(Cl)cc1	7%	-3%	6%	2%	-2%	2%	4%	0	0%	-11%	-11%
CC1CCCCN1CCCNc1ccc(C(CC(N)=O)NC(=O)c2ccccc2)cc1[N+](=O)[O-] (configuration not stated)	0%	-4%	1%	4%	-2%	-4%	7%	0	1%	-8%	-13%
O=C(NCCC1=CCCCC1)NC12CC3CC(CC(C3)C1)C2	?	0%	0%	?	0.63µM*	0.89µM*	?	?	3.4µM*	?	-8%
CC(NC(=O)C(Cc1ccccc1)N1C(=O)C2C3CCC(C3)C2C1=O)c1ccccc1 (configuration not stated)	-6%	1%	6%	-1%	-2%	-4%	6%	1	-1%	6%	2%
C[C@@H]1CN([C@@H](C)CO)C(=O)c2cc(NC(=O)Nc3ccc4c(c3)OCO4)ccc2O[C@H]1CN(C)S(=O)(=O)c1cn(C)cn1	5%	·	-1%	7%	·	·	0%	·	·	17%	·
Cc1sc2nc(SCC(=O)N3CCN(CCO)CC3)n(-c3ccccc3)c(=O)c2c1C	4%	-9%	18%	-10%	5%	7%	-8%	0	-1%	6%	43%
CC(C)CNS(=O)(=O)c1ccc(NC(=O)Cn2nc(-c3ccc(F)cc3)ccc2=O)cc1	1%	1%	3%	-53%	0%	-4%	-7%	?	0%	2%	14%
CCOc1ccccc1N1CCN(C(=O)c2cccs2)CC1	-5%	0%	-4%	2%	-2%	-5%	·	27	6%	0%	-23%[1.91 µM]
CC1(NC(=O)N2CCOCC2)CCS(=O)(=O)C1 (configuration not stated)	0%	0%	0%	0%	0%	-2%	5%	-3	-5%	-4%	-7%
CCOC(=O)N1CCC(NC(=O)C(NS(=O)(=O)c2ccc3c(c2)CCN3C(=O)CC)C(C)C)CC1 (configuration not stated)	1%	18%	5%	0%	-6%	24%	6%	0	-1%	-6%	-9%
Cc1ccc(C(=O)N/N=C/C2=Cc3ccccc3OC2C)cc1 (configuration not stated)	1%	?	2%	44%	22%	28%	?	10	3µM*	0%	3.2µM*
CCNc1c(NC(C)=O)c(=O)oc2ccccc12	2%	2%	-2%	-5%	-6%	-5%	8%	-2	5%	2%	-17%
CCN(CC)C(=O)Cn1cc(S(=O)(=O)CC(=O)NCc2ccc3c(c2)OCO3)c2ccccc21	-2%	-5%	-1%	0%	0%	-1%	2%	-1	0%	-11%	-2%
CCCCOc1ccc(CSc2nncn2N)cc1	?	-3%	2%	?	?	?	7%	8	?	?	21%
O=C(CC1C(=O)NCCN1Cc1cccc(Oc2ccccc2)c1)NCCc1ccncc1 (configuration not stated)	0%	2%	-4%	-9%	-4%	-6%	-3%	-2	-1%	-3%	32%
O=C1[C@H]2[C@@H](C(=O)N1c1cc(Cl)cc(Cl)c1)[C@]1(C(=O)Nc3ccccc31)N1CCC[C@@H]21	-4%	-1%	0%	-20%	-2%	3%	-16%	2	-2%	?	23%
C/C(Cl)=C/CSc1nnc2n(N)c(=O)c3ccccc3n12	1%	4%	-3%	-10%[1.84 µM]	5%	-1%	2%	-4	-16%	?	28%
COc1cc(C(c2sc3nc(C)nn3c2O)N2CCc3ccccc3C2)cc(OC)c1OC (configuration not stated)	21%	4%	-9%	-26%	1%	-2%	-6%	0	-1%	-17%	7%
C[C@H](CO)N1C[C@H](C)[C@@H](CN(C)Cc2ccncc2)Oc2c(NC(=O)c3ccncc3)cccc2C1=O	0%	·	5%	-2%	·	·	0%	·	·	11%	·
Cc1ccc(Cl)cc1NC(=O)COC(=O)Cn1cnc2c1c(=O)n(C)c(=O)n2C	-4%	4%	-4%	-20%	8%	-1%	3%	2	-1%	0%	-10%

Results in Rab9 promoter act, for some of the entries so far:
Structure | Rab9 promoter act
C=CCOc1cccc(C2/C(=C(/O)c3ccc4c(c3)CC(C)O4)C(=O)C(=O)N2CCN2CCOCC2)c1 (configuration not stated) | 3%
CC(C)CNS(=O)(=O)c1ccc(NC(=O)Cn2nc(-c3ccc(F)cc3)ccc2=O)cc1 | -4%
CCOC(=O)N1CCC(NC(=O)C(NS(=O)(=O)c2ccc3c(c2)CCN3C(=O)CC)C(C)C)CC1 (configuration not stated) | 24%
O=C(CC1C(=O)NCCN1Cc1cccc(Oc2ccccc2)c1)NCCc1ccncc1 (configuration not stated) | -6%

Carrying on.
SMILES	ELG1 genotox	Gal4-VP16 FLuc	Tb PFK block	BRCA1 expr act	NPC1 promoter act	Rab9 promoter act	p53 reactivator	TRPV1 ag	FLuc modulator	ELG1 DNA repair	RORgamma inh
Cc1cc(C)c2nc(-c3ccccn3)cc(C(=O)Nn3cnnc3)c2c1	0%	-5%	0%	-18%	-3%	2%	3%	-4	19µM*	-4%	31%
O=C(CCc1nnc2ccc(NCc3ccco3)nn12)Nc1cc(F)ccc1F	3%	-3%	-22%	-28%	-6%	-2%	3%	-1	-2%	8%	12%
CC1(C(=O)NCCc2c[nH]c3ccccc23)C=CC2(CCCCC2)N1C(=O)c1ccccc1 (configuration not stated)	-8%	-17%	-1%	-20%	1%	1%	·	0	-3%	-14%	?
CCOC(=O)CC(N)c1cccc([N+](=O)[O-])c1 (configuration not stated)	-9%	-12%	1%	-6%	-3%	0%	5%	-1	-1%	11%	0%
O=[N+]([O-])c1ccc(-c2nc(Nc3ccc(O)cc3)c3ccccc3n2)cc1	-12%	-26%	-3%	-74%[inhibitor]	-2%	-3%	-1%	23	7%	?	-18%
CN(C)C(=O)CCc1ccc2c3c([nH]c2c1)[C@]1(CCC2CCCC2)[C@@H](C(=O)N2CCOCC2)C[C@H](CC(=O)NCc2cccc(C(F)(F)F)c2)C(=O)N1CC3	-7%	·	4%	-71%	·	·	1%	·	·	?	·
COc1ccc(NC(=O)c2cc(-c3ccc4c(c3)OCO4)on2)cc1	3%	-4%	-13%	6%	-1%	-2%	1%	2	-8%	1%	-12%
Cc1c(N=NC2=C(O)CCCC2=O)c(=O)n(-c2ccccc2)n1C	-1%	2%	-6%	-13%	1%	-6%	4%	-4	-10%	9%	-9%
N#C/C(=C\c1cccc([N+](=O)[O-])c1)C(=O)NCc1ccc(Cl)cc1	14%	18µM*	-17%	-67%	-8%	-4%	-10%	-1	?	?	?
Cc1cccc(C(=O)NNC(=O)c2c(-c3ccccc3Cl)noc2C)c1O	-4%	-26%	-1%	-45%	0%	-1%	-4%	2	5%	3%	10µM*
Cc1cc(C)nc(NS(=O)(=O)c2ccc(NC(=O)c3cccc(N4C(=O)CCC4=O)c3)cc2)n1	1%	-6%	3%	-14%	-3%	-3%	-3%	1	4%	1%	1%
Cc1ccc(C(=O)C2=C(O)C(=O)N(c3ncccn3)C2c2ccc(Br)cc2)o1 (configuration not stated)	0%	2%	-1%	-14%	1%	-5%	-2%	0	0%	10%	-12%
COc1cccc(/C=N/n2c(C)nc3ccccc3c2=O)c1O	14%	16µM*	-2%	-30%	-1%	6%	16%	?	?	-13%	3.2µM*
O=C(CN1CSCC1=O)N1CCN(S(=O)(=O)c2ccc(Cl)cc2)CC1	0%	·	0%	9%	-2%	-6%	-4%	1	3%	11%	·
COC(=O)c1ccc(OCC(O)CN2C(=O)NC(C)(C)C2=O)cc1 (configuration not stated)	2%	20%	2%	-8%	-2%	-1%	0%	0	7%	4%	-1%
CCN(CC)c1ccc(C(=O)NN)cc1	10%	-9%[10 µM]	2%	14%	-3%	-2%	-1%	-2	-4%	-5%	0%
